IDH1 R132H inh: inhibitors of human mutant IDH1 R132H; O75874; IDH1-R132H enzyme, NADPH consumption, diaphorase/resazurin fluorescence; Potency, µM (doses to about 76.6 µM), for inactives: at the highest dose activity change, negative = inhibition, actives largely listed as inhibitors; hit rate 0.093% among 390,000; AID 602179; note: potency is the fitted concentration of half-maximal effect; % is set by controls: 0 for no effect and ±100 for the full control effect; nearly all actives have a fitted effect of over 65% in size
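IDH1-R132H (0.5 ug/mL) preincubated 30 min with compound, then NADPH (0.016 mM) and alpha-KG (2 mM) added; 80 min at RT, pH 7.5. Remaining NADPH coupled via diaphorase/resazurin to fluorescence (540/590 nm); concentration-response curves normalized to no-enzyme control.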
USP1 inh: USP1/UAF1 (human) deubiquitinase inhibition. O94782. recombinant USP1/UAF1, Ub-Rhodamine cleavage fluorescence. Potency, µM (titrated, usually from 57.1 µM), for the others: at the highest dose activity change, negative = inhibition, most hits filed as inhibitors. hit rate 0.23% among 390,000. AID 743255; note: potency is the fitted concentration of half-maximal effect; % is set by controls: 0 for no effect and ±100 for the full control effect; nearly all actives have a fitted effect of over 60% in size; inactives centre near -12
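In this screen, compounds sit with the deubiquitinase complex (1nM) for 15 min at room temperature before Ub-Rho is added at 150nM final. Fluorescence rise is then followed for 6 reads every 60 seconds.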
D2 antag: D2 dopamine receptor (human) antagonism; hit rate 2% among 340,000; inhibition, % at 10 µM; HEK293 TREx D2 cells, calcium flux, dopamine EC80; P14416; in the data active = inhibition above about 30%; note: 0% is about no effect
Target sequence (P14416 whole entry, looked up): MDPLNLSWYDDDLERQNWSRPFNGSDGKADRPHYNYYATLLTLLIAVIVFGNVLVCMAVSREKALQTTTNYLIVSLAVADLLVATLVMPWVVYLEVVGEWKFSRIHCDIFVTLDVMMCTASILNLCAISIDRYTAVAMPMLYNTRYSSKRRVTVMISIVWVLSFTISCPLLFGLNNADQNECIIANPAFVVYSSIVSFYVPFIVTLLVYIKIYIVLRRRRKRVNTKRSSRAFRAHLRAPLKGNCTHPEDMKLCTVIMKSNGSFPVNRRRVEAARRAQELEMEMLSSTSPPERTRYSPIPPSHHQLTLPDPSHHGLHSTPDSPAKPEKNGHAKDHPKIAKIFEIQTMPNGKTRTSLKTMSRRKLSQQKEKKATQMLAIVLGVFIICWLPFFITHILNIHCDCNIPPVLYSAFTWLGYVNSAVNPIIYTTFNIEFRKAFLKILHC
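Compounds are added to dye-loaded, induced HEK293 T-REx cells coupled to calcium release via D2; after a 3 min kinetic read an EC80 dopamine stimulus is given and fluorescence is recorded for 3 more min.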
TRHR ag: activates the human TRH receptor; P34981; TRHR cells, calcium flux fluo-8, FDSS agonist mode; activation, % at 2 µM; hit rate 0.18% among 360,000; in the data active = activation above about 30%; note: 0% is about no effect
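TRHR-expressing cells, plated overnight in medium with 10% serum, were loaded with fluo-8 calcium dye at room temperature. After a 10 s baseline, library compound was pin-added and calcium release was recorded kinetically (ex 480/em 530) as agonist response.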
TrxR1 substrate: is turned over as a substrate by rat TrxR1; O89049; purified TrxR1 substrate turnover, NADPH consumption readout; Potency, µM (titrated, usually from 114 µM), for inactives: at the highest dose activity change, negative = substrate turnover; hit rate 0.01% among 390,000; note: potency is the fitted concentration of half-maximal effect; % is set by controls: 0 for no effect and ±100 for the full control effect; nearly all actives have a fitted effect of over 50% in size
Target sequence (O89049 whole entry, looked up): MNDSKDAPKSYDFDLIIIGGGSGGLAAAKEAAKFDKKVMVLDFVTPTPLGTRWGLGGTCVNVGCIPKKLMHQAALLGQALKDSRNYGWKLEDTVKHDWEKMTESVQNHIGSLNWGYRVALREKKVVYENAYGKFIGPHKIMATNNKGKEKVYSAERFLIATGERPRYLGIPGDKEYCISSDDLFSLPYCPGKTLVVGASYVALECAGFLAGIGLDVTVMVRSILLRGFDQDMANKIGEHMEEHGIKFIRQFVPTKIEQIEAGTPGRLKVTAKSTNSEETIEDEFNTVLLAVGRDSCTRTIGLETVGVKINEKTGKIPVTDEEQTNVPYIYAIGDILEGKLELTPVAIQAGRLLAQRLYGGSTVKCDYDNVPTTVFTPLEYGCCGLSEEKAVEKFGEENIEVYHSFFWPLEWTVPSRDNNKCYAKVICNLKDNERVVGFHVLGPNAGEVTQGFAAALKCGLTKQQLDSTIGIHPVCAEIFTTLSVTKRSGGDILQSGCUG
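Rat TrxR1, dispensed at 90 nM, was prereduced with 400 uM NADPH (final) for 5 min at ~22 deg C, then incubated with compound 15 min before 400 uM selenite. A first-read NADPH fluorescence drop versus no-compound background flagged substrates.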
D2 agonist: agonists of human D2 dopamine receptor | AID 485358 | activation, % at 2 µM | hit rate 0.53% among 340,000 | HEK293 T-REx D2 cells, calcium flux agonist mode | P14416;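 active = activation over 3 SD above normal in the single-dose calcium agonist read, cut at about 30% in these data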; note: 0% is about no effect
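In this primary screen, compounds producing a positive calcium signal within 180 s of addition to tetracycline-induced, force-coupled HEK293 Trex D2 cells are flagged; cells are dye-loaded with a no-wash calcium kit beforehand.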
TRHR PAM: allosteric enhancers of human TRH receptor | hit rate 0.66% among 360,000 | AID 493056 | enhancement, % at 2 µM | TRHR cells, fluo-8 calcium fluorescence, EC20 TRH enhancement; in the data active = enhancement above about 30%; note: 0% is about no effect
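Enhancer read-out: after compound pinning and an initial kinetic agonist-mode read, an EC20 of TRH (10 nM final) was injected and fluo-8 calcium signal (Ex 480/Em 530) followed at 1 s/cycle for 100 cycles in TRHR-expressing cells.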
TrxR1 inh: blocks rat thioredoxin reductase 1; O89049; recombinant rTrxR1, NADPH fluorescence consumption, selenite substrate; Potency, µM (titrated, usually from 114 µM), for the others: at the top dose activity change, negative = inhibition, hits mostly inhibitors; hit rate 1% among 390,000; note: potency is the fitted concentration of half-maximal effect; % is set by controls: 0 for no effect and ±100 for the full control effect; nearly all actives have a fitted effect of over 65% in size
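Rat TrxR1 (90 nM in the dispensed reagent) was pre-reduced with 400 uM NADPH for 5 min at room temperature, then incubated with compound for 15 min. After 400 uM selenite was added, NADPH fluorescence (Ex 340/Em 450 nm) was followed for 8 min.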
Pin1 inhibitor: inhibitors of human Pin1 | Q13526 | Pin1 FP peptide displacement, HiFluor488, 10 min | Potency, µM (top dose mostly 115 µM), without a hit: at the top dose activity, negative = inhibition, most hits filed as inhibitors | hit rate 0.009% among 390,000 | AID 504891; active = well fitted inhibition curve with a large enough effect in the polarisation, with a control signal flat, not every such curve was filed as active; inconclusive = small, poorly fitted or top-dose-only effect, or effect the other way, or a change in a side signal; inactive = no such curve, though single readings can be large or run the other way; the % refers to the polarisation; note: potency is the fitted concentration of half-maximal effect; % is set by controls: 0 for no effect and ±100 for the full control effect
Target sequence (Q13526 whole entry, looked up): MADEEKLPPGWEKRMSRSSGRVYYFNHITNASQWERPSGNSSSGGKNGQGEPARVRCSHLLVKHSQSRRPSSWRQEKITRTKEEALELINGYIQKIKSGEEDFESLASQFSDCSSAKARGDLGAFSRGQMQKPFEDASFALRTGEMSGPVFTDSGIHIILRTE
Starred values were filed as active, the others as inactive; ? = inconclusive; · = no result given; [ ] = remark or other dose. Unless noted, calls come from the whole dose curve; as a rule, active = well fitted inhibition curve with a large enough effect; inconclusive = small, poorly fitted or top-dose-only effect; inactive = no such curve, though single readings can be large or run the other way.

SMILES	IDH1 R132H inh	USP1 inh	D2 antag	TRHR ag	TrxR1 substrate	D2 agonist	TRHR PAM	TrxR1 inh	Pin1 inhibitor
O=C1NCCOC(=O)[C@@H](Cc2ccc(F)cc2)CC/C=C/C[C@@H]1CC(=O)N(CCO)Cc1ccccc1	6%	?	·	·	5%	·	·	11%	-16%
CC(=O)O[C@H]1C(=O)[C@@]2(C)C([C@H](OC(=O)c3ccccc3)[C@]3(O)C[C@H](O)C(C)=C1C3(C)C)[C@]1(OC(C)=O)CO[C@@H]1C[C@H]2O (stereo not given in full)	-9%	-17%	·	0.1	9%	·	-11	16%	-13%
COCCCn1c(N)c(C(=O)NCc2ccco2)c2nc3ccccc3nc21	5%	?	-7	0.2	155%[activator]	-1.4	13	7%	25%
CCN(CC)c1ccccc1	1%	-15%	-1	0.7	5%	1.0	4	23%	-21%
Cc1cc(N2C(=O)C3CCCN3C2c2sccc2C)no1 (stereo not given)	3%	-10%	·	0.6	1%	·	-4	7%	-2%
CN1CCN(c2c(F)cc([N+](=O)[O-])c(N)c2Br)CC1	1%	-22%	35*	0.0	5%[57.1 µM]	-0.2	-4	11%[57.1 µM]	4%
CCOc1ccc(-n2c(CC)nc3ccccc3c2=O)cc1	12%	?	1	0.0	0%	-1.7	0	20%	0%
CCCCn1c(O)c(C(CC)=NCCCn2ccnc2)c(=O)[nH]c1=O	-1%	-1%	-4	-0.1	2%	0.0	2	22%	0%
CNC(=S)N1CCN(CCN=Cc2c(O)n(-c3ccc(C)cc3)c(=S)[nH]c2=O)CC1	17%	-10%	-2	-0.2	-13%	0.7	10	-9%	-1%
CCCNC(=O)N1CCC2(CC1)OCCO2	-16%	-6%	-22	1.4	-4%	6.2	2	19%	1%

Five compounds already listed, sorted by length of the SMILES, ascending:
SMILES	IDH1 R132H inh	USP1 inh	D2 antag	TRHR ag	TrxR1 substrate	D2 agonist	TRHR PAM	TrxR1 inh	Pin1 inhibitor
CCOc1ccc(-n2c(CC)nc3ccccc3c2=O)cc1	12%	?	1	0.0	0%	-1.7	0	20%	0%
CN1CCN(c2c(F)cc([N+](=O)[O-])c(N)c2Br)CC1	1%	-22%	35*	0.0	5%[57.1 µM]	-0.2	-4	11%[57.1 µM]	4%
CCCCn1c(O)c(C(CC)=NCCCn2ccnc2)c(=O)[nH]c1=O	-1%	-1%	-4	-0.1	2%	0.0	2	22%	0%
CNC(=S)N1CCN(CCN=Cc2c(O)n(-c3ccc(C)cc3)c(=S)[nH]c2=O)CC1	17%	-10%	-2	-0.2	-13%	0.7	10	-9%	-1%
CC(=O)O[C@H]1C(=O)[C@@]2(C)C([C@H](OC(=O)c3ccccc3)[C@]3(O)C[C@H](O)C(C)=C1C3(C)C)[C@]1(OC(C)=O)CO[C@@H]1C[C@H]2O (stereo not given in full)	-9%	-17%	·	0.1	9%	·	-11	16%	-13%

(listing goes on)
SMILES	IDH1 R132H inh	USP1 inh	D2 antag	TRHR ag	TrxR1 substrate	D2 agonist	TRHR PAM	TrxR1 inh	Pin1 inhibitor
Cc1c2cnn(CC(=O)N3CCC4(CC3)OCCO4)c(=O)c2c(C)n1Cc1ccc(F)cc1	3%	-3%	9	-0.2	17%	-0.2	-2	23%	-5%
CCCCn1c(N)c(C(=O)OCCOC)c2nc3ccccc3nc21	-3%	-3%	·	0.0	52%[activator][57.1 µM]	·	8	1%[57.1 µM]	0%
O=c1[nH]c(O)c(N=Nc2cc([N+](=O)[O-])ccc2O)c(=O)[nH]1	0%	?	20	3.3	?	2.3	0	-13%	27%
O=C(/C=C/c1ccc(F)cc1)NC(=S)N1C[C@H]2C[C@H](C1)c1cccc(=O)n1C2	1%	-8%	·	0.0	-3%	·	0	2%	3%
CCC(=Nc1ccc(OC)cc1OC)c1c(O)n(C2CCCCC2)c(=O)[nH]c1=O	0%	-14%	18	-0.8	0%	-0.2	-4	5%	38%[activator]
CC(C)(C)n1cccc1/C=C1\C(=O)NC(=O)N(c2ccccc2)C1=O	10%	-14%	-3	0.1	-7%	-0.1	1	-22%	16%
CCn1c(O)c(C=NCc2ccccc2)c(=O)[nH]c1=S	-5%	5%	-11	0.8	-3%	-0.2	-1	-5%[57.1 µM]	8%
COc1ccc(/C=C2/C(=O)N(c3ccccc3)N=C2C)cc1	-8%	-20%	·	·	-10%	·	·	?	3%
CC(C)NC(=O)Cn1cc(C(=O)c2ccccc2)c2ccccc21	3%	-10%	-6	0.2	-2%	0.3	1	27%	0%
O=c1[nH]c(=S)n(C2CC2)c(O)c1C=NCc1ccc(F)cc1	3%	-10%	2	-0.1	3%	-1.2	-3	12%	0%
Nc1ccc2c(c1)oc1ccccc12	3%	-14%	-33	-0.6	62%[activator]	0.0	2	6%	-8%
COc1cc([C@@H]2c3cc4c(cc3[C@@H](OC)[C@H]3COC(=O)[C@H]23)OCO4)cc(OC)c1O	0%	-23%	-5	-0.2	3%[57.1 µM]	-0.5	-9	-11%[57.1 µM]	-3%
COC(=O)C1=C(c2ccc(C(C)=O)cc2)C[C@@H]2CC[C@H]1N2C(=O)N1CCCCC1	11%	-30%	20	-0.4	6%	0.5	0	9%[57.1 µM]	-6%
COc1ccc2[nH]cc(CCN)c2c1	-16%	-10%	-4	0.1	11%[57.1 µM]	34*	31*	17%[57.1 µM]	6%
N#CC1c2ccccc2-n2nncc2CN1S(=O)(=O)c1ccccc1 (stereo not given)	1%[38.3 µM]	-9%	·	·	1%	·	·	4%	-2%
O=C(N/N=C/c1c(O)n(CCc2ccc(F)cc2)c(=O)[nH]c1=O)c1ccncc1	3%	-10%	11	-0.5	-5%[57.1 µM]	-0.9	4	9%[57.1 µM]	16%
CCOc1ccc(CC2(CCc3ccncc3)C(=O)NC(=O)NC2=O)cc1	14%	-12%	18	0.2	0%[57.1 µM]	-1.1	-1	11%[57.1 µM]	4%
O=C(CSC1c2ccccc2-c2ccccc21)N/N=C/c1ccccc1C(=O)O	2%	-14%	·	-0.3	4%[57.1 µM]	·	-1	16%[57.1 µM]	-1%
CNC(=O)N(C)c1nnc(C(C)(C)C)s1	1%	2%	10	0.5	6%	1.0	3	18%	-4%
Nc1c(C(=O)NCc2ccco2)c2nc3ccccc3nc2n1CCN1CCCCC1	12%	-24%	-8	0.3	122%[activator]	2.9	1	23%	18%
FC(F)(F)c1ccccc1CNCCc1c[nH]c2ccccc12	-4%	-7%	-13	0.5	-1%	-0.5	-5	6%	-8%
C[C@]12C[C@@H](O)[C@H](O)CC1=CCC1C2CC[C@@]2(C)C1CC[C@@H]2O (stereo not given in full)	-11%	-11%	·	·	1%	·	·	12%	-4%
CCCCNC(=S)N1CCn2cccc2C1c1cccnc1 (stereo not given)	2%	-7%	8	0.1	-4%	-0.4	-4	8%[57.1 µM]	0%
C#C[C@]1(O)CCC2C3CCC4=C/C(=N/OCC(=O)NC(C)C(=O)NC(CCSC)C(=O)O)CC[C@]4(C)C3CC[C@@]21C (stereo not given in full)	22%	-22%	·	-0.4	8%	·	6	14%	-3%
CN1CN=C(N[N+](=O)[O-])N(Cc2ccco2)C1	0%	-20%	-5	0.8	0%	0.3	2	4%	-2%
CC(C)CCn1c(N)c(C(=O)OCC2CCCO2)c2nc3ccccc3nc21 (stereo not given)	1%	-5%	-27	0.0	397%[activator]	0.4	-5	?	0%
O=c1[nH]c(=S)n(-c2ccccc2Cl)c(O)c1C=NCCN1CCNCC1	8%	-17%	-15	-0.1	-9%	0.4	1	-11%	-9%
COC1CCCCC1NCCc1ccccc1 (stereo not given)	-1%	1%	0	0.3	11%[57.1 µM]	0.2	4	10%	3%
COCCCNP1(=O)OCC(C)([N+](=O)[O-])CO1 (stereo not given)	3%	-14%	·	·	-3%	·	·	-1%	-1%
NS(=O)(=O)c1ccc(CNC(=O)COc2ccc3c4c(c(=O)oc3c2)CCCC4)cc1	-4%	-22%	-4	0.0	17%	0.2	6	13%	86%[activator]
COc1cc(CN=C(C)c2c(O)n(C)c(=O)n(C)c2=O)cc(OC)c1	3%	-14%	-23	-1.5	0%[57.1 µM]	0.2	4	8%[57.1 µM]	1%
NCC(O)c1cc(O)c(O)cc1F (stereo not given)	-4%	-13%	81*	0.7	2%[57.1 µM]	67*	-4	?	?
N#Cc1ncc(N=Cc2ccc(N(CCCl)CCCl)cc2)s1	5%	-14%	·	·	-22%	·	·	-53%	41%[activator]
CCCCCCOc1ccc(CN2CCN(CCO)CC2)cc1	2%	-18%	-10	1.0	1%	0.1	14	15%	-3%
CCC(=O)Nc1ccccc1	2%	-5%	8	0.1	3%	0.1	-3	9%	2%
CC1=CC(C)CC(C)OC(=O)CC(c2ccc(O)cc2)NC(=O)C(Cc2c(Br)[nH]c3ccccc23)N(C)C(=O)C(C)NC(=O)C(C)C1 (stereo not given)	-5%	-20%	·	·	11%[57.1 µM]	·	·	2%[11.4 µM]	0%
COC(=O)C1=C(c2cccc(OCc3ccccc3)c2)C[C@@H]2CC[C@H]1N2C(=O)NCc1ccc(Cl)cc1	-12%	-12%	21	1.2	-8%	0.9	4	-4%	8%
Cc1ccc(S(=O)(=O)N2CCCC2c2cccnc2)cc1 (stereo not given)	11%	-17%	13	-0.9	10%[57.1 µM]	-1.2	-4	6%[57.1 µM]	-2%
CCOP(=O)(C#Cc1ccccc1)C(O)c1ccc(Br)cc1 (stereo not given)	5%	-4%	-9	0.4	-2%	1.4	0	21%	0%
O=c1ccc2cc(OC3O[C@H](CO)[C@@H](O)[C@H](O)[C@H]3O)c(O)cc2o1 (stereo not given in full)	9%	13%	16	-0.3	·	-0.4	-3	?	3%
CCC(CO)(C(=O)OC1CC2CCC(C1)N2C)c1ccccc1 (stereo not given)	6%	-3%	5	0.1	-1%	0.7	3	15%	4%
CC1(CCO)C(=O)NC(=S)NC1=O	10%	-4%	·	·	23%[57.1 µM]	·	·	17%[11.4 µM]	-1%

Source: PubChem BioAssay (National Center for Advancing Translational Sciences (NCATS))

Some of the compounds tested; the hit share may differ from the screen's.
